Assay outcomes from PubChem BioAssay.
S2 tox – viability counter-screen for ATXN expression inhibitors. Potency, µM (titrated, usually from 56.7 µM), most hits filed as cytotoxic. 400,000 tested, 0.49% active. S2 cells (HEK-293 line with an ATXN2-luciferase reporter) viability, CellTiter-Fluor protease fluorescence, 24 h; further: potency means the concentration at half of the fitted maximal effect; nearly all actives have a fitted effect of over 40% in size
HT1080 IDH1KD tx – kills HT-1080 cells with IDH1 knockdown; HT-1080 IDH1 knockdown viability, ATP luminescence, 48 h; Potency, µM (top dose mostly 46.1 µM), for inactives: at the highest dose activity, negative = toxicity, hits mostly cytotoxic; 360,000 tested, 2% active; AID 686971;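 further: potency means the concentration at half of the fitted maximal effect; 0% = DMSO wells and -100% = cell-free medium wells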
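Using the IDH1-knockdown HT-1080 line run in the same batch and compound series as the NT line, viability after 48 h at 37 °C was determined by CellTiter-Glo luminescence and expressed as % activity.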
IL1B secr inh – inflammasome signaling inhibition, IL-1 beta readout; THP-1 LPS/ATP IL-1B secretion, AlphaLISA, 16 h; stronger effect = lower value; activity change, % at 57.5 µM; 360,000 tested, 4.7% active; AID 743279; in the data active means activity change below about -50%; inconclusive means mostly about -30% to -49%; further: on the % scale 0 is the no-effect control and ±100 the full control effect
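THP-1 cells pretreated 1 hr with compounds (up to 57.5 uM final), then stimulated with LPS (250 ng/mL final) plus ATP (1.25 mM final); secreted IL-1B measured by AlphaLISA after 16 hr, decreased signal indicating inhibition.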
SW480 rerep – DNA re-replication induction in SW480 cells; Potency, µM (highest dose often 46.1 µM), for inactives: top-dose re-replication activation, usual class: activators; 340,000 tested, 1.8% active; SW480 DNA re-replication, Hoechst DNA content imaging, 48 h; AID 624297; further: potency means the concentration at half of the fitted maximal effect; % of control where 0% means no effect; nearly all actives have a fitted effect of over 55% in size
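Image-based read-out: total Hoechst fluorescence of nuclei (405 nm excitation, 500-530 nm emission), with hits raising the fraction of high-intensity nuclei. SW480 colon cells incubated 48 hr with compounds at 37 C.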
KB-V1 MDR tox – KB-V1 MDR subline cytotoxicity | KB-V1 MDR cells viability, CellTiter-Glo, 72 h | Potency, µM (highest dose often 46.1 µM), for the others: at the top dose activity change, negative = cytotoxicity, usual class: cytotoxic | 400,000 tested, 3.4% active | AID 1347076; further: potency means the concentration at half of the fitted maximal effect; on the % scale 0 is the no-effect control and ±100 the full control effect; nearly all actives have a fitted effect of over 60% in size
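KB-V1, DMEM (no phenol red) + 10% FBS; cpd pin-transferred, titration series; 72 h, 37 degrees C; CellTiter-Glo, luminescence. Data normalized, curve-fit.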
HT1080-NT tox – kills 2HG-producing HT-1080-NT fibrosarcoma cells. Potency, µM (highest dose often 46.1 µM), without a hit: at the highest dose activity, negative = less viability, actives largely listed as cytotoxic. HT-1080-NT fibrosarcoma viability, CellTiter-Glo ATP luminescence, 48 h. 360,000 tested, 1.6% active;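 further: NT is the 2HG producing partner of a matched IDH1 knockdown line; potency means the concentration at half of the fitted maximal effect; 0% = DMSO-treated cells and -100% = media-only wells without cells; nearly all actives have a fitted effect of over 55% in size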
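Compounds were tested in concentration-response format on HT-1080-NT cells for 48 hours at 37 degrees C. Cell viability came from CellTiter-Glo luminescence; curves were classified by r2, response magnitude and activity.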
MCF10A rereplic – inducers of DNA re-replication in MCF 10A breast cells | MCF 10A DNA re-replication, Hoechst nuclear intensity, 48 h | Potency, µM (doses to about 46.1 µM), for the others: at the highest dose activity, positive = re-replication, usual class: activators | 350,000 tested, 2.9% active; further: potency means the concentration at half of the fitted maximal effect; % of control where 0% means no effect; nearly all actives have a fitted effect of over 50% in size
KB-3-1 cytotox – KB-3-1 parental cell cytotoxicity | 400,000 tested, 1.4% active | KB-3-1 viability, CellTiter-Glo ATP luminescence, 72 h | AID 1347075 | Potency, µM (top dose mostly 46.1 µM), for inactives: top-dose activity change, negative = cytotoxic, actives largely listed as cytotoxic; further: potency means the concentration at half of the fitted maximal effect; on the % scale 0 is the no-effect control and ±100 the full control effect; nearly all actives have a fitted effect of over 60% in size
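Here the drug-naive KB-3-1 line serves as comparator for MDR sub-line selectivity; cells received compound titrations, 72 h at 37 °C, then CellTiter-Glo readout.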
ATXN2 expr inh – reduces ATXN2 reporter expression in HEK-293 cells; HEK-293 ATXN2-luciferase reporter, luminescence, 24 h; Potency, µM (highest dose often 57 µM), without a hit: top-dose activity change, negative = inhibition, actives largely listed as inhibitors; 360,000 tested, 0.72% active; further: potency means the concentration at half of the fitted maximal effect; on the % scale 0 is the no-effect control and ±100 the full control effect; nearly all actives have a fitted effect of over 55% in size
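ATXN2-luciferase reporter cells (luciferase flanked by upstream and downstream ATXN2 gene portions) were treated 24 h at 37 °C with compounds at up to 57 uM. SteadyGlo luminescence gave expression; GF-AFC fluorescence gave viability.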
Active calls of the source: *; i = inactive; ? = inconclusive; . = no result given; [ ] = dose if it differs, or a comment. Unless noted, the call rests on the fitted dose curve; in most records, active means well fitted curve in the direction sought with a large enough effect; inconclusive means small, poorly fitted or top-dose-only effect, or another doubt; inactive means no such curve, though single readings can be large; an effect the other way counts as inactive or inconclusive.

SMILES,S2 tox,HT1080 IDH1KD tx,IL1B secr inh,SW480 rerep,KB-V1 MDR tox,HT1080-NT tox,MCF10A rereplic,KB-3-1 cytotox,ATXN2 expr inh
O=C(NCc1cccc(F)c1)Nc1nnc([C@H]2C[C@H](O)[C@@H](CO)O2)s1,i,19%,0,.,11%,7%,.,0%,3%
Cc1ccccc1CC(=O)NCCN1CCOCC1,i,0%,-14,-3%,0%,-1%,-3%,-8%,5%
CCOC(=O)Cc1csc(NS(=O)(=O)c2ccc([N+](=O)[O-])cc2)n1,i,5%,4,18%,7%,13%,-2%,6%,11%
CC1CN/C(=C\C(=O)c2ccccc2)C(=O)N1 (stereo not drawn),i,17%,-18,-6%,24%,20%,-4%,17%,8%
COc1ccc(N(C(=O)c2snc(C(N)=O)c2N)C(C(=O)NC2CCCCC2)c2ccc(C)o2)c(OC)c1 (stereo not drawn),i,-10%,-4,14%,-17%,-27%,?,-13%,8%
CCc1ccccc1N1C(=O)N(C)c2ccccc2S1(=O)=O,i,.,.,.,-11%,.,.,-2%,-8%
COC(=O)c1ccc(NC(=S)N2CCCC2)cc1,i,-2%,-3,-8%,1%,11%,-1%,-2%,.
O=C(NCCCO)c1cc2c(cn1)[nH]c1ccccc12,i,3%,?,-2%,6%,6%,-6%,24%,41%[activator]
CCCOc1ccccc1C(=O)NC(CO)C(=O)O (stereo not drawn),i,11%,-16,4%,3%,?,-1%,-4%,-8%
Cn1cnnc1SCC(=O)Nc1ccccc1C(=O)NC1CC1,i,10%,19,-5%,?,8%,4%,6%,9%
CCOc1ccccc1NC(=O)c1c(Br)cnn1C,?,12%,-5,-8%,?,13%,-11%,?,1%
Cc1cccc(N(C(=O)CCC(=O)Nc2ccccn2)C(C(=O)NC(C)C)c2ccc(F)cc2)c1 (stereo not drawn),?,3%,-3,11%,?,13%,11%,5%,-19%
O=C(CCSCc1ccc(Cl)cc1)NC1CCCC1,i,1%,-16,-9%,18%,1%,6%,2%,3%
NC(=O)CC(NC(=O)Cc1ccc(Br)cc1)c1ccc(NC2CCCCCC2)c([N+](=O)[O-])c1 (stereo not drawn),?,10%,?,1%[9.22 µM],?,5%,-3%,5%,?
CCOc1ccc(NC(=O)CCn2c(=S)oc3ccccc32)cc1,i,1%,17,1%,0%,4%,3%,4%,1%
COc1ccccc1C(=O)C1CCCN(C(=O)c2cnn(C(C)C)c2)C1 (stereo not drawn),i,-6%,-2,-2%,-7%,16%,0%,7%,6%
Cc1cccc(CC2CC(=O)N(CCc3ccc4c(c3)OCO4)C2=O)c1 (stereo not drawn),i,15%,0,2%,2%,14%,16%,6%,-10%
Cc1ccc(S(=O)(=O)n2oc(=O)c(C3CCCCC3)c2N)cc1,i,-16%,0,1%,30%,-21%,-4%,7%,4%
COc1ccc(S(=O)(=O)N/N=C(/C)c2ccncc2)cc1OC,i,0%,-3,-11%,?,24%,2%,11%,-9%
COc1ccc(-c2ccnc3nc(-n4cccc4)nn23)cc1,i,2%,0,-1%,?,-4%,-2%,12%,11%
CC(=O)Nc1ccc(NC(=O)c2ccccc2S(=O)(=O)c2ccc([N+](=O)[O-])cc2)cc1,i,-3%,22,-6%,-1%,8%,11%,3%,-8%
CC(C)NC(=O)CC(=O)NN=C1CCCCC1,i,-3%,14,-7%,20%,17%,-1%,10%,1%
CC(C)CC1C(=O)N(Cc2cn(Cc3ccco3)nn2)CCS(=O)(=O)N1Cc1ccc(-c2ccc(F)nc2)cc1 (stereo not drawn),.,-29%,?,.,-15%,-21%,.,?,?
COc1ccc(NC(=O)COc2ccccc2)cc1NC(=O)c1ccco1,i,-8%,-11,-7%,-4%,-16%,-4%,1%,-8%
CC1(C)CC2(CC(c3cccs3)c3cc(Cl)c(O)cc3O2)NC(=S)N1 (stereo not drawn),?,-22%,17,-4%,-30%,-4%,?,9%,-24%
O=C(N1CCOCC1)N(CCN1CCOCC1)Cc1cccc(Cl)c1,i,2%,9,-8%,-5%,11%,1%,3%,-15%
O=C1CCN(Cc2ccccc2)C(=O)N1c1ccccc1,i,1%,-16,-7%,-16%,1%,1%,3%,9%
Cc1cccc(/C=N\N=C\c2cccc(C)c2)c1,i,0%,-10,-5%,0%,12%,-5%,7%,30%
O=C(N/N=C/c1ccc(Cl)cc1Cl)c1n[nH]c2c1CCCC2,i,6.5µM*,4,?,?,8.2µM*,?,5.2µM*,5%
O=C(O)CNS(=O)(=O)c1cccc2nsnc12,i,12%,10,-1%,0%,16%,1%,11%,5%
Cc1ccc(S(=O)(=O)N2C[C@H]3C(=O)C[C@@H](c4ccccc4)N(S(=O)(=O)c4ccccc4C)[C@H]3C[C@H]2c2ccccc2)cc1,i,6%,6,.,-5%,19%,.,-6%,11%
CC1CCCN(S(=O)(=O)c2ccc3c(c2)OCCO3)C1 (stereo not drawn),i,0%,18,.,-13%,1%,.,3%,.
COc1cccc(-c2noc(CCC(=O)N3CCN(c4cc(C)ccc4C)CC3)n2)c1,i,-9%,15,2%,6%,-12%,8%,-2%,0%
CN(C)c1ccc(/C=N/NC(=O)c2ccc(CN3CCOCC3)cc2)cc1Br,i,?,-10,-6%,?,-21%,27%,-13%,-2%
C[C@@H]1[C@H]2CCCC[C@H]2CN(C(=O)OC(C)(C)C)[C@@H]1c1cn(Cc2ccccc2)c2ccc(F)cc12,i,-5%,9,-40%[inhibitor],0%,10%,-7%,0%,-16%
CCNc1nc(SCCOc2ccc(C)cc2)nc(N(C)C)n1,i,-28%,41,9%,?,-18%,?,?,-28%
CCc1nnc(NC(=O)[C@@H](NC(=O)c2cccc(C)c2)C(C)C)s1,i,6%,-3,.,?,6%,-2%,11%,-8%
Nn1c(SCC(=O)Nc2ccc(S(N)(=O)=O)cc2)nnc1C(F)(F)F,i,13%,-6,-4%,2%,8%,-13%,-18%,15%
Cc1ccc(S(=O)(=O)N2CCN(S(=O)(=O)c3c(C)n[nH]c3C)CC2)cc1C,i,7%,-13,-25%,22%,8%,0%,23%,9%
CC(C)c1ccc(O)c(NC(=S)NC(=O)c2cccnc2)c1,?,?,12,1%,?,?,?,-7%,-5%
Cc1cc(C)n(C(=O)c2cccc([N+](=O)[O-])c2C)n1,i,-7%,-1,2%,-3%,0%,-2%,1%,.
Cc1csc2ncc(C(=O)N3c4ccccc4CC3C)c(=O)n12 (stereo not drawn),i,1%,14,-4%,-12%,-2%,6%,7%,0%
Cc1ccnc(NC(=O)CCC(=O)N(CC(=O)NC2CCCCC2)c2cccc(C)c2C)c1,i,10%,4,-1%,0%,17%,-6%,0%,-8%
Cc1cccc(OC(C)C(=O)N(Cc2cccs2)C2CCS(=O)(=O)C2)c1C (stereo not drawn),i,-3%,-7,5%,5.8µM*,7%,4%,-10%,-7%
Cc1ccc(C(=O)NCCSc2c(C)[nH]c3ccccc23)cc1[N+](=O)[O-],?,-21%,-23,7%,?,?,?,?,?
Cc1ccc(/C=C2\SC(=S)N(CCCC(=O)Nc3cc(C)on3)C2=O)cc1,i,9%,17,3%,?,10%,2%,-4%,?
O=C(CC1=NCCNC(c2ccccc2)C1)c1ccccc1O (stereo not drawn),i,1%,-8,-4%,?,1%,12%,32%,88%[activator]
Cc1ccnc2nc(C(=O)OCC(=O)Nc3ccccc3C(C)(C)C)nn12,i,5%,0,8%,-11%,1%,5%,0%,.
Cc1nc2ccccn2c1/C(O)=C1\C(=O)C(=O)N(CCN(C)C)C1c1ccco1 (stereo not drawn),i,2%,10,0%,0%,6%,-2%,-4%,1%
Cc1cccc(NS(=O)(=O)c2cccc(C(=O)N3CCN(c4ccccn4)CC3)c2)c1,i,-11%,2,-3%,?,1%,-4%,?,-15%
COc1ccccc1-c1nnc(SCC(=O)Nc2ccc(S(N)(=O)=O)cc2)n1C,i,-2%,8,-9%,1%,14%,0%,10%,0%
COCCNC(=O)c1ccc(-c2cn[nH]c2)c2ccoc12,i,-2%,3,.,-3%,-1%,.,0%,1%
S=C(c1ccccc1)N1CCN(C(=S)c2ccccc2)CC1,i,12%,13,-10%,-6%,15%,-2%,4%,-3%
Cc1ccc(N(C(=O)C2CCCO2)C2C=CS(=O)(=O)C2)cc1Cl (stereo not drawn),i,-4%[9.24 µM],14,8%,5%,8%,25%,1%,-8%
C=C1C(=O)[C@]23C[C@H]1CCC2[C@@]1(C)C(C[C@@H]3O)[C@](C)(C(=O)OC)CC[C@@H]1OC(C)=O (stereo partly drawn),2.8µM*,1.2µM*,-116*,.,16µM*,2.6µM*,.,?,2.5µM*

Profiles from above. Values in the order: S2 tox	HT1080 IDH1KD tx	IL1B secr inh	SW480 rerep	KB-V1 MDR tox	HT1080-NT tox	MCF10A rereplic	KB-3-1 cytotox	ATXN2 expr inh
O=C(NCc1cccc(F)c1)Nc1nnc([C@H]2C[C@H](O)[C@@H](CO)O2)s1 in the list: i	19%	0	.	11%	7%	.	0%	3%
CCOc1ccc(NC(=O)CCn2c(=S)oc3ccccc32)cc1 in the list: i	1%	17	1%	0%	4%	3%	4%	1%
Cc1cccc(/C=N\N=C\c2cccc(C)c2)c1 in the list: i	0%	-10	-5%	0%	12%	-5%	7%	30%
O=C1CCN(Cc2ccccc2)C(=O)N1c1ccccc1 in the list: i	1%	-16	-7%	-16%	1%	1%	3%	9%

Compounds were not picked by outcome; overall some 11% were active at least once.
